Compound activity from PubChem BioAssay.
TDP1 cell noCPT – qHTS for Inhibitors of human tyrosyl-DNA phosphodiesterase 1 (TDP1): qHTS in cells in absence of CPT; AID 686978, 2013; DT40 Tdp1-/- hTDP1 cells, no CPT, ATP luminescence, 48 h; Potency, µM (highest dose often 46.2 µM), without a hit: top-dose activity change, negative = growth inhibition, usual class: inhibitors; 420,000 compounds, 15% hits; further: nearly all actives have a fitted effect of over 55% in size
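Growth of hTDP1-complemented DT40 Tdp1-knockout cells is measured by ATP luminescence after at least 48 hr compound exposure at 37 °C, with DMSO substituting for the 20 nM CPT used in the parallel screen.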
GCN5L2 inh – GCN5L2 (KAT2A) acetyltransferase inhibition; Q92830; GCN5L2 HAT assay, ThioGlo1 CoA-SH fluorescence; Potency, µM (series often up to 58.9 µM), without a hit: at the highest dose activity change, negative = inhibition, most hits filed as inhibitors; 390,000 compounds, 0.21% hits; AID 504327
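Compounds, pin-transferred from DMSO stocks, meet 20nM GCN5L2 for 15 min before the reaction begins with H3(1-25) peptide (75uM) and acetyl-CoA (70uM). Thiol-reactive ThioGlo1 reports CoA release over 20 min at room temperature.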
TDP1 inh – inhibitors of human tyrosyl-DNA phosphodiesterase TDP1 | Q9NUW8 | recombinant TDP1, AlphaScreen DNA substrate cleavage | Potency, µM (titrated, usually from 130 µM), for the others: at the highest dose activity change, negative = inhibition, actives largely listed as inhibitors | 350,000 compounds, 0.28% hits; further: nearly all actives have a fitted effect of over 40% in size
Target sequence (Q9NUW8 whole entry, looked up): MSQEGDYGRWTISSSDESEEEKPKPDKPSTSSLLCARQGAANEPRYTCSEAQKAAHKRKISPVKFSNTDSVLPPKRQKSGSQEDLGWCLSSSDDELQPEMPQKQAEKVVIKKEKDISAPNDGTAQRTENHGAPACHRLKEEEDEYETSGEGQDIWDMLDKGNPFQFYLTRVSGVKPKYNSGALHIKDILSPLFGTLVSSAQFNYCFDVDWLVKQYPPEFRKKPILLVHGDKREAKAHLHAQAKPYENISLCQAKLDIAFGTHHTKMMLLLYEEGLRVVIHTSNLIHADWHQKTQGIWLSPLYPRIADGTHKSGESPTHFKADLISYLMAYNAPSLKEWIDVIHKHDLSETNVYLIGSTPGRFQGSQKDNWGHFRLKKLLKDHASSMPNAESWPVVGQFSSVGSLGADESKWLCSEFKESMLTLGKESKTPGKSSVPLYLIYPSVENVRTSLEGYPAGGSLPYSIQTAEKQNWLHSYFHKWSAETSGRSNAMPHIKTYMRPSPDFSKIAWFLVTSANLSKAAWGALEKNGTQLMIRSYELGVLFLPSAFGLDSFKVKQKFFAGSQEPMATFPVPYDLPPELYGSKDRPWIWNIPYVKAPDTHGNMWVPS
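Steps: enzyme plus compound, 15 min RT; add biotin/phosphotyrosine-FITC oligonucleotide (15 nM final), react 5 min; add donor/acceptor beads (10 ug/ml final), 10 min; read AlphaScreen. Tdp1 at 1 nM final.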
The depositor's hits bear a star; ? = inconclusive; nt = no result given; & = joins results of further samples; [ ] = remark or other dose. The call rests on the fitted dose curve; in most records, active means well fitted curve in the direction sought with a large enough effect; inconclusive means small, poorly fitted or top-dose-only effect, or another doubt; inactive means no such curve, though single readings can be large; an effect the other way counts as inactive or inconclusive. On the % scale 0 is the no-effect control and ±100 the full control effect; potency means the concentration at half of the fitted maximal effect. A portion of the library (hit frequency here may not be typical).

SMILES	TDP1 cell noCPT	GCN5L2 inh	TDP1 inh
CCCCN(CCO)CCCC	-0.2%	-2.7%	1.0%&7.6%
CSc1cccc(CN2CCC(Oc3ccc(C(=O)N4CCCCC4)cc3)CC2)c1	-25.3%	-15.7%	7.7%
COc1ccccc1C(=O)OCC(=O)Nc1cccc(S(=O)(=O)N2CCCC2)c1	?	-2.6%	1.7%
COc1cc(Br)c(-c2sc(Nc3ccccc3)n[n+]2-c2ccccc2)cc1OC	?	-4.1%	nt
CCOc1ccc(CN2CCSCC2)cc1	-6.2%	-4.3%	nt
Cc1cccc(C)c1Nc1c(-c2ccccc2O)nc2ncccn12	23.1µM*	-10.2%&-2.9%	8.4%&7.5%
Cc1cccc(C(=O)NCC(=O)N(C)CC(=O)Nc2ccc(N3CCOCC3)cc2)c1	-0.5%	-12.6%	3.2%
O=C(c1ccc(C(F)(F)F)cc1)n1ccc(-c2cccs2)n1	-19.5%	-5.8%	-3.7%
Cc1nc(C)c(C(=O)NCCC(c2ccccc2)c2ccccc2)o1	11.6µM*	-7.5%	1.2%
Cc1ccc(S(=O)(=O)N(C)c2ccc3sc(C)nc3c2)cc1	23.1µM*	-13.5%	3.6%
CC(NC(=O)/C=C/c1ccco1)c1nc2ccccc2n1Cc1ccccc1F (centres undefined)	?	-2.4%	2.7%
COCCOC(=O)C1=C(C)NC(=O)NC1c1ccc(-c2cc(Cl)ccc2Cl)o1 (centres undefined)	-18.9%	-4.4%	-1.2%

Entries of single compounds, quoted from the list. Order of screens: TDP1 cell noCPT	GCN5L2 inh	TDP1 inh
`CCCCN(CCO)CCCC` across the screens: -0.2%	-2.7%	1.0%&7.6%
`O=C(c1ccc(C(F)(F)F)cc1)n1ccc(-c2cccs2)n1` across the screens: -19.5%	-5.8%	-3.7%
`Cc1cccc(C)c1Nc1c(-c2ccccc2O)nc2ncccn12` across the screens: 23.1µM*	-10.2%&-2.9%	8.4%&7.5%

Limited to TDP1 inh, for four of the compounds above:
Compound | TDP1 inh
Cc1nc(C)c(C(=O)NCCC(c2ccccc2)c2ccccc2)o1 | 1.2%
CC(NC(=O)/C=C/c1ccco1)c1nc2ccccc2n1Cc1ccccc1F (centres undefined) | 2.7%
COCCOC(=O)C1=C(C)NC(=O)NC1c1ccc(-c2cc(Cl)ccc2Cl)o1 (centres undefined) | -1.2%
CSc1cccc(CN2CCC(Oc3ccc(C(=O)N4CCCCC4)cc3)CC2)c1 | 7.7%

Next entries:
SMILES	TDP1 cell noCPT	GCN5L2 inh	TDP1 inh
CC(C)NC(=S)N=Nc1c(O)[nH]c2ccc(C(C)C)cc12	5.17µM*	6.1%	2.7%
COC(=O)Cn1c(=NC(=O)c2ccc(OC)cc2)sc2cc(OC)ccc21	9.2µM*	?	-2.6%
Cc1ccc(C2(C(F)(F)F)N=C3Sc4cc(C)cc(C)c4N3C(=O)N2)cc1 (centres undefined)	?	1.9%	2.0%
COc1ccc(NC(=O)CSCC(=O)Oc2c(OC)cccc2OC)cc1	0.5%	-0.2%	-3.4%
O=C(NCCCCNC(=O)c1ccc(Cl)s1)c1ccc(Cl)s1	-3.6%	-0.6%	0.4%[56.1 µM]
COc1ccc(CCNC(=O)CN2C(=O)NC(Cc3c[nH]c4ccccc34)C2=O)cc1 (centres undefined)	-15.2%	-12.2%	nt
Cc1ccc(S(=O)(=O)N2CCC(C(=O)OCCOc3ccccc3)CC2)cc1C	0.184µM*	-28.8%	nt
C=CCC(=O)NC1CC(C)(C)Cc2c1cnn2-c1ccc(C)cc1 (centres undefined)	-14.2%	-9.8%	nt
COc1ccc(C)cc1NC(=O)NNS(=O)(=O)c1ccc(NC(C)=O)cc1	-11.8%	-1.0%	-0.3%
CCOC(=O)/C=C/C(=O)OCC(=O)Nc1ccc(Cl)cn1	1.5%	?	-1.0%
N#Cc1c(CSCC(=O)O)cc(=O)n2c1[nH]c1ccccc12	21.8%	-1.4%	-2.9%
COc1ccc(N2C(=O)CCC(C(=O)Nc3ccccn3)C2c2ccc(OC)c(OC)c2)cc1 (centres undefined)	-20.8%	2.1%	3.4%
O=C(NCc1cccc(Cl)c1)c1ccc(CS(=O)Cc2ccc(Cl)cc2)o1 (centres undefined)	-2.7%	-7.0%	2.0%
Cc1cccc(-c2nc(CS(=O)CC(=O)NCc3ccco3)c(C)o2)c1 (centres undefined)	10.1%	0.6%	6.1%
CCOc1ccc(C2C(=O)N(C3CCCCCC3)CC(=O)N2Cc2ccc(C)cc2)cc1OC (centres undefined)	23.1µM*	-3.7%	2.6%
Nc1nc(SCc2ccc3c(c2)OCCO3)n[nH]1	8.5%	nt	5.1%
Cc1ccc(COc2ccc(/C=N/NC(=O)c3ccc(CN4CCOCC4)cc3)cc2)cc1	?	0.9%	-1.2%
CC(=O)c1cccc(NC(=O)c2cc(=O)[nH]c3ccccc23)c1	-28.4%	-0.9%	nt
Cc1ccc(C2(C)NC(=O)N(CC(=O)N(C)CC(=O)Nc3cccc4ccccc34)C2=O)cc1 (centres undefined)	-26.8%	1.9%	nt
Cn1c(=O)n(C)c2cc(NC(=O)CSc3ccccc3)ccc21	-9.2%	2.9%	2.1%
O=c1c(-c2ccccc2)nc2cnc(Oc3ccccc3)nc2n1C[C@H]1CCCO1	?	-22.7%	nt
CC(=O)Nc1ccc(NC(=O)[C@H](C)NC(=O)c2ccco2)cc1	6.6%	0.5%	nt
O=C(Nc1ccc(N2CCOCC2)cc1N1CCOCC1)c1ccc([N+](=O)[O-])cc1Cl	-5.0%	-5.5%	6.2%
Cc1cc(/C=C2\SC(=O)NC2=O)c(C)n1-c1ccc(N(C)C)cc1	0.7%	1.6%	nt

Two entries from above, set out differently:
smiles | TDP1 cell noCPT | GCN5L2 inh | TDP1 inh
CC(=O)c1cccc(NC(=O)c2cc(=O)[nH]c3ccccc23)c1 | -28.4% | -0.9% | nt
Cc1ccc(C2(C)NC(=O)N(CC(=O)N(C)CC(=O)Nc3cccc4ccccc34)C2=O)cc1 (centres undefined) | -26.8% | 1.9% | nt

The listing continues:
SMILES	TDP1 cell noCPT	GCN5L2 inh	TDP1 inh
CCOc1ccc(CCNC(=O)CSC(=S)N2CCCC2)cc1OCC	?	-5.9%	-5.0%
O=C1CC2(CON=C2c2ccc(F)cc2)C(=O)N1c1ccc(F)cc1 (centres undefined)	-18.3%	-2.9%	-6.2%
CCOC(=O)c1cnc(SC)nc1Sc1ccccc1Cl	?	?	-8.0%
COc1ccc(NC(=O)CN(C)C(=O)C2CSC3(C)CCC(=O)N23)cc1 (centres undefined)	-12.6%	3.1%	0.0%
COC(=O)c1ccccc1NC(=O)Cn1c(=O)n(-c2cccc(OC)c2)c(=O)c2c(C)c(C(=O)N(C)C)sc21	2.4%	0.6%	1.5%
O=C(CC1SCCNC1=O)Nc1cc(Cl)cc(Cl)c1 (centres undefined)	5.0%	-16.2%	8.7%
Cc1ccc(C)c(NC(=O)c2cc(S(=O)(=O)NCc3ccccc3)ccc2F)c1	?	-4.3%	7.8%
CC1(C)C(=O)Nc2ccccc2N1C(=O)COC(=O)c1ccc(NC(N)=O)cc1	?	-10.3%	0.0%
CN(C)S(=O)(=O)N1CCC(Oc2cccc(C(=O)NC3CCOC3)c2)CC1 (centres undefined)	-15.1%	-6.9%	4.8%
O=C(COC(=O)/C=C/c1ccc([N+](=O)[O-])cc1)NCc1ccccc1	?	-2.0%	-0.6%
Cc1ccc(S(=O)(=O)N(CCCN(C)C)Cc2ccc3c(c2)OCO3)cc1	-29.6%	-4.4%	nt
CCC(C)[C@H](NC(=O)NCc1ccc(OC)c(OC)c1)C(=O)O (some centres undefined)	-26.5%	-6.0%	4.8%

Overlap with the part before: 5 entries, then new ones.
SMILES	TDP1 cell noCPT	GCN5L2 inh	TDP1 inh
CC1(C)C(=O)Nc2ccccc2N1C(=O)COC(=O)c1ccc(NC(N)=O)cc1	?	-10.3%	0.0%
CN(C)S(=O)(=O)N1CCC(Oc2cccc(C(=O)NC3CCOC3)c2)CC1 (centres undefined)	-15.1%	-6.9%	4.8%
O=C(COC(=O)/C=C/c1ccc([N+](=O)[O-])cc1)NCc1ccccc1	?	-2.0%	-0.6%
Cc1ccc(S(=O)(=O)N(CCCN(C)C)Cc2ccc3c(c2)OCO3)cc1	-29.6%	-4.4%	nt
CCC(C)[C@H](NC(=O)NCc1ccc(OC)c(OC)c1)C(=O)O (some centres undefined)	-26.5%	-6.0%	4.8%
COc1cccc(C(=O)NNC(=O)c2cccc(F)c2)c1	-17.0%	-1.6%	nt
CC(C)Oc1ccc(CNC(=O)c2ccc3nc(N4CCOCC4)sc3c2)cc1	-26.6%	-4.1%	nt
CCC(C)(C)C1CCC2(CC1)NC(=O)N(CC(=O)N(C)CCOc1ccc(Cl)cc1)C2=O (centres undefined)	23.1µM*	-2.8%	0.0%[0.505 µM]
OC(COCc1ccc(Cl)cc1)CN1CCN(CC(O)COCc2ccc(Cl)cc2)CC1 (centres undefined)	14.6µM*	-8.7%	5.7%
CCOc1cc(CNCCc2ccc(S(N)(=O)=O)cc2)ccc1OCC(=O)NC1CCCCC1	23.1µM*	-1.7%	5.6%
COc1ccc(C2CC(=O)N3CN(C4CCCCC4)CSC3=C2C#N)cc1 (centres undefined)	?	25.1µM*	-4.7%
N#Cc1ccc(C23OCCN2CCn2nc4ccccc4c23)cc1 (centres undefined)	?	-2.8%	-0.6%
CCn1c(CN2CCOCC2)nc2cc(NC(=O)c3ccccc3[N+](=O)[O-])ccc21	-17.3%	0.6%	2.6%
COc1ccc(CCn2cnc3c([nH]c4ccccc43)c2=O)cc1	-8.4%	-2.5%	-9.6%
COc1ccc(/C(C)=N/NC(=O)C2CC2)cc1	21.1%	-3.3%	4.7%
COc1cccc(NC(=O)c2cnc(SC)nc2C)c1	-11.4%	-0.5%	nt
O=C(NC1CCN(Cc2ccccc2)CC1)c1ccccc1OCc1ccccc1	7.31µM*	3.5%	nt
COc1ccccc1C(OC(=O)c1cccs1)C(=O)NCC1CCCO1 (centres undefined)	-16.0%	2.8%	2.0%
Cc1cccc(N(CC(=O)Nc2cccnc2)S(C)(=O)=O)c1	-0.4%	-13.3%	-0.6%
CCN(CC)c1ncnnc1-c1ccccc1	-9.0%	-3.5%	0.0%
O=C1C2CC=CCC2C(=O)N1c1ccc(NCCc2ccccc2F)c([N+](=O)[O-])c1 (centres undefined)	?	-2.3%	6.8%
COc1ccc(Nc2nc3nonc3nc2N2CCCCC2)cc1	-17.0%	-6.6%	nt
CCOC(=O)c1ccc(CS(=O)c2ccc(Cl)cc2)o1 (centres undefined)	?	62.2%[activator]	5.9%
Cc1ccc(S(=O)(=O)Nc2ccccc2F)cc1C(=O)NCCCN1CCCC1=O	0.4%	-1.7%	2.1%
CCOC(=O)c1ccc(NC(=O)Cn2cc(C(=O)c3ccc(CC)cc3)c(=O)c3ccc(C)nc32)cc1	5.8µM*	16.3%	5.3%
CCOC(=O)c1c(C)[nH]c(C(=O)COC(=O)C2CC(=O)N(Cc3ccccc3)C2)c1C (centres undefined)	-8.4%	-7.2%	2.1%
CCCNC(=O)c1c[nH]c2ccc(S(=O)(=O)N(C)c3ccc(OCC)cc3)cc2c1=O	23.1µM*	-2.6%	2.8%
CCOc1ccc2nc(Cl)c(C3CC(c4ccccc4)=NN3C(=O)c3ccco3)cc2c1 (centres undefined)	nt	-1.6%	0.0%
CCCCNC(=O)c1cn(CC)c2ccc(S(=O)(=O)N3CCCC3)cc2c1=O	-14.2%	-9.6%	0.5%
Cc1cc(C(=O)CCl)c(C)n1CCc1ccccc1	4.61µM*	-13.3%	3.6%
CCOc1cccc(C(=O)Nc2ccc(N(CC)CC)cc2)c1	?	-4.6%	8.3%
